# Compound activity from PubChem BioAssay.
# MC4R antagonist – MC4R antagonists of cAMP signaling, primary screen, cell-based, TR-FRET, antagonist arm of biased-ligand search; Melanocortin receptor 4 (Homo sapiens), P32245; inhibition, % at 6.5 µM; AID 540295, 2011; actives 0.48% (n = 360,000); MC4R-expressing cells, MTII-stimulated cAMP, LANCE TR-FRET;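 active = inhibition above its plate's cutoff, the mean of tested wells on that plate plus 3 SD, cut at about 29% in these data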;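 note: 0% = Melanotan II alone and 100% = Melanotan II plus saturating MCL0020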
#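 Material – human MC4R-expressing U2OS cells · Repeats – no replicates · Detection – TR-FRET with Eu-cAMP and labeled anti-cAMP, 671 nm · Times – compound 30 min, challenge 1 h, detection 1 h · Compound – single nominal compound dose of 6.5 µM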
# NOD2-RIPK2 inh – NOD2-RIPK2 binding disruptors in cells, primary screen, fluorescence, CHO cells, BLA complementation. Receptor-interacting serine/threonine-protein kinase 2 (Homo sapiens), O43353. CCF4 ratio. inhibition, % at 4.98 µM. actives 0.38% (n = 360,000). AID 624267, 2012; in the data active = inhibition above about 21%;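 note: 0% = vehicle only and 100% = reference blocker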
# MC4R ag barr – MC4R agonists recruiting beta-arrestin, primary screen, cell-based, luminescence, agonist arm of biased-ligand search; Melanocortin receptor 4 (Homo sapiens), P32245; U2OS MC4R beta-arrestin complementation; percent of melanotan II response, DMSO zero; activation, % at 8.9 µM; actives 0.98% (n = 360,000);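 active = activation above a per-plate cutoff, the mean activation of sample wells on that plate plus 3 SD, cut at about 8% in these data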
# Glyco luc inh – increase of ERlucT glycosylation luciferase signal, primary screen, N-linked glycosylation inhibitor project, D54 ERlucT cells, luminescence, set 2; D54 ERlucT glycosylation luciferase reporter, 24 h; percent of 100 nM tunicamycin response; reporter increase, % at 12.5 µM; actives 0.23% (n = 360,000);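 active = mean luciferase reporter signal, scaled so untreated is 0 and the glycosylation-blocking control 100, at or above a set limit in every replicate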;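 note: luciferase carries N-glycosylation sites so blocking glycosylation raises the light; 0% = median of neutral control wells and 100% = median of 100 nM tunicamycin wells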
# aDG glyco up – activators of alpha-DG glycosylation, primary screen, uHTS, Pro5-aDG cells, AlphaScreen. activation, % at 10 µM. actives 0.22% (n = 360,000). alpha-DG glycosylation AlphaScreen (IIH6); 0% Pro5, 100% B10-LARGE cell signal;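 active = activation of at least 8% versus controls, or a plate z-score of at least 8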;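 note: Pro5 are CHO cells carrying HIG-tagged alpha-DG that lacks glycosylation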
# TLR9-MyD88 inh – inhibitors of TLR9-MyD88 association in cells, primary screen, cell-based, CHO, BLA complementation, fluorescence; CCF4 FRET ratio; actives 0.21% (n = 340,000); Toll-like receptor 9 (Homo sapiens) + Myeloid differentiation primary response protein …; inhibition, % at 4.98 µM; AID 504734, 2011;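 active = inhibition above the mean over all tested compounds plus 3 SD, cut at about 21% in these data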;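 note: 0% = DMSO only wells and 100% = clavulanate BLA inhibitor control wells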
# Vif inh – HIV Vif self-association inhibitors, primary screen, imaging, HEK293T, single point; actives 0.35% (n = 340,000); AID 602346, 2012; inhibition, % at 7.49 µM; HEK293T cells, Vif self-association by quenched fluorescence, 24 h; in the data active = inhibition above about 50%, passing the limit was not always enough; note: some results filed as inactive read as strong as hits
# ABCB6 inh 2 – ABCB6 transporter inhibitors, primary screen, K562-ABCB6 cells, flow cytometry, MLPCN library. ATP-binding cassette sub-family B member 6 (Homo sapiens), Q9NP58. K562-ABCB6 porphyrin accumulation, 1 h; hits give low values. fluorescence ratio to DMSO, % at 10 µM. actives 0.19% (n = 360,000). AID 602162, 2011;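 active = fluorescence ratio to DMSO below 75%, the collection mean minus 3 SD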;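 note: signal is porphyrin accumulated inside mitochondria; 100% equals median channel fluorescence of DMSO control wells; lower ratio means ABCB6 inhibition with less porphyrin fluorescence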
# ABHD5 PLIN5 PPI – ABHD5-PLIN5 interaction inhibitors, primary screen, cell lysate, split luciferase complementation, luminescence; Perilipin-5 (Homo sapiens) + 1-acylglycerol-3-phosphate O-acyltransferase ABHD5 (Homo …; Split G. princeps luciferase complementation, 4 h; inhibition, % at 4 µM; actives 0.78% (n = 360,000);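 active = inhibition above the mean inhibition across every tested compound plus 3 SD, cut at about 22% in these data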;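 note: 0% = DMSO only wells and the 100% control is not disclosed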
# Target sequence (Q00G26 whole entry, looked up): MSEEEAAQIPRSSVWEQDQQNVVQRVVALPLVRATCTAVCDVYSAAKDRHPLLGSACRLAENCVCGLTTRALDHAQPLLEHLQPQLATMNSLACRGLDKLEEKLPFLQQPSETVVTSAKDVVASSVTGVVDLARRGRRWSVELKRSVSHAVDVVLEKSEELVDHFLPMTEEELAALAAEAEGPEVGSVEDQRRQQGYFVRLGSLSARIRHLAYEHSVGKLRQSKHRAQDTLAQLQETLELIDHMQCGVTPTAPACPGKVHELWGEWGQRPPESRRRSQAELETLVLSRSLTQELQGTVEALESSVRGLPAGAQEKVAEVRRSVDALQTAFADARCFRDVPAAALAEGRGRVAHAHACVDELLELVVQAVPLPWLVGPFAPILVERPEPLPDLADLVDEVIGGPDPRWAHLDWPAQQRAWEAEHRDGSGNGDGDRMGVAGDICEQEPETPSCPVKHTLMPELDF
# Target sequence (Q8WTS1 whole entry, looked up): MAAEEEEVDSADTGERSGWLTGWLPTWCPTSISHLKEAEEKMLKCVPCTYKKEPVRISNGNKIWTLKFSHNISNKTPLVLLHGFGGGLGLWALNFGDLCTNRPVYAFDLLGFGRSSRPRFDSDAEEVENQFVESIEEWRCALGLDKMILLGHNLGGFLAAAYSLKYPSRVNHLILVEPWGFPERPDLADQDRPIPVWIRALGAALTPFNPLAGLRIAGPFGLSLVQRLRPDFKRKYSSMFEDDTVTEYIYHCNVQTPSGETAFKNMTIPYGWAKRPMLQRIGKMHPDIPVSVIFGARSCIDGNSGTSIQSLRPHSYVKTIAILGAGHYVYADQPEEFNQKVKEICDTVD
# Exocytosis inh – LAMP-1 surface exposure blockers, TALL-104 cells – cell-based, flow cytometry, MLPCN library, primary screen; TALL-104 LAMP-1 surface exposure; cells stimulated with thapsigargin and PMA; inhibition, % at 10 µM; actives 0.66% (n = 360,000); AID 651702, 2012;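 active = inhibition above about 55%, limit read from the data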
# * = called active by the depositor; . = no result given. The list is partial, so the mix of outcomes need not match the whole.
SMILES,MC4R antagonist,NOD2-RIPK2 inh,MC4R ag barr,Glyco luc inh,aDG glyco up,TLR9-MyD88 inh,Vif inh,ABCB6 inh 2,ABHD5 PLIN5 PPI,Exocytosis inh
COc1ccccc1NC(=O)N1CCOCC1,-5,5,-0.7,0,0.0,-13,-5,92,1,4
Cc1ccc2sc(NC(=O)CN3C(=O)c4ccccc4C3=O)nc2c1C,1,-5,0.5,0,-0.1,8,7,97,1,4
CN(C)c1nc(N)nc(CSc2nnnn2-c2ccc(Cl)cc2)n1,8,3,-0.4,0,-0.1,.,-6,99,-2,-4
Cc1cc(C)c(C#N)c(SCc2ccccc2F)n1,-7,0,0.1,-5,0.0,7,2,96,-7,-2
CCN1C(=O)[C@H]2[C@H]3CN=C(SCc4ccc(C#N)cc4)N3[C@@](C)(C(=O)OC)[C@H]2C1=O,-2,-10,1.8,1,0.2,-2,9,101,-5,-1
O=C(COC(=O)c1ccc(S(=O)(=O)N2CCCC2)cc1)Nc1ccccc1Cl,6,-1,2.4,0,0.6,5,33,94,1,2
Cc1csc2nc3cc(C(N)=O)ccc3c(=O)n12,6,-1,-0.2,3,0.4,1,2,97,-9,4
CCn1c(=O)c(C(=O)NNC(=O)c2ccccc2)c(O)c2ccccc21,0,-1,0.8,1,0.0,2,3,86,1,-14
CN(CC(=O)Nc1ccc(Cl)cc1)C(=O)c1sccc1-c1ccccc1,8,2,1.8,-3,0.0,-6,7,95,-1,-14
CC1(c2ccc([N+](=O)[O-])cc2)NC(=O)NC1=O (configuration not stated),3,-10,4.0,2,-0.2,3,-9,99,6,-10
CCOc1c(C)cnc2c1c(=O)n(Cc1c(F)cccc1Cl)c(=O)n2C,0,-10,0.3,-2,2.5,16,-12,95,-2,-3
O=C(c1c(F)cccc1Cl)N1CCN(c2ccccn2)CC1,18,-6,-1.6,0,0.0,0,-7,94,3,-5
COc1ccc(NC(=O)CCCn2c(=O)c3sccc3n(Cc3ccc(C)cc3)c2=O)cc1,0,1,3.2,0,0.8,-10,-8,93,7,-3
CCn1c(=S)sc2c(=O)n(CC(=O)NCCCc3ccccc3)c(C)nc21,4,-7,-1.7,8,-0.2,-13,-2,90,-7,-4
CC1=C(C(=O)OCC2CCCO2)C(c2coc3ccccc3c2=O)C2=C(CC(C)(C)CC2=O)N1 (configuration not stated),28,-4,-0.1,-3,-0.2,-13,-2,101,5,3
CCCCCCSc1ccc([C@H]2N[C@@](CC(C)C)(C(=O)OC)[C@H]3C(=O)N(CC)C(=O)[C@@H]23)cc1,3,-5,-1.2,-1,0.6,13,1,94,-12,0
COc1ccc(-c2cc(-c3ccccc3)nc(N3CCCC3)n2)cc1OC,0,1,-0.8,1,0.4,6,0,104,-8,12
O=C(CCC(=O)Nc1ccccc1)NNS(=O)(=O)c1ccccc1[N+](=O)[O-],-7,0,-1.0,-1,-0.2,-9,21,103,2,6
FC(F)(F)c1ccc(C2[C@H]3CN(Cc4cccnc4)[C@H](c4ccccc4)C34CC2(c2ccccc2)C4)cc1 (some centres not stated),-1,3,-1.3,-9,0.1,-2,-5,98,-7,-1
CC(C)C(NC(=O)c1ccccc1)C(=O)NCc1ccccn1 (configuration not stated),-9,-9,0.3,3,-0.1,12,-5,107,5,-4
Oc1ccccc1-c1nc(NCC2CCCO2)c2ccccc2n1 (configuration not stated),6,1,1.0,0,-0.1,-4,-4,94,12,0
C#CCOc1c(Cl)cc(/C=C2/C(=O)ON=C2C)cc1OCC,13,-23,-1.4,0,-0.1,-2,8,101,4,1
CCCCN(C)C(=O)C1CCN(Cc2ccc(OCc3ccccc3)cc2)CC1,3,-3,-1.7,-1,4.9,14,16,95,5,7
O=[N+]([O-])c1cccc(SSc2cccc([N+](=O)[O-])c2)c1,-13,0,-2.6,0,0.3,5,-1,96,36*,-4
Cc1ccnc(SCc2cc(=O)c(OC(=O)c3cccs3)co2)n1,20,-13,-2.4,-2,0.6,4,4,99,-2,-3
COc1ccc(C(=O)CN2C(=O)c3ccccc3C2=O)c(OC)c1C,-4,-21,-1.1,0,-0.4,2,-1,94,-5,0
CCCC(=O)OCCNc1cc(SCc2ccco2)c2nonc2c1[N+](=O)[O-],-9,1,0.7,5,0.0,6,11,105,14,-4
O=C1C=C(c2ccc(-c3ccccc3)cc2)C[C@@H](c2ccc(F)cc2)C1,2,6,-1.2,-3,0.0,-2,-2,95,-5,-8
C/C(CC(=O)Nc1ccc(N(C)C)cc1)=N\NC(=O)c1ccc(F)cc1,0,6,-0.3,3,-0.1,2,12,100,-11,-1
CC12CC3CC(C)(C1)CC(C(=O)N1CCN(C(=O)c4ccco4)CC1)(C3)C2,9,0,-0.2,2,-0.3,-11,-2,99,-4,0
O=C(NC1CCCCC1)N1CCC(n2cnc3ccccc32)CC1,-3,-4,1.3,2,0.0,12,6,90,6,-2
C[C@@]12C(=O)OC(=O)[C@]1(C)C1CCC2O1,12,-1,-1.3,23,0.1,-7,-19,94,12,-5
Cc1cccc(C)c1OCc1nnc(SCC(=O)Nc2ccccc2F)o1,2,6,1.2,-2,0.1,6,5,102,-3,-6
C[C@]12c3[nH]c4ccc(Cl)cc4c3CCN1C(=O)[C@@H](CC(=O)NCc1cccc(C(F)(F)F)c1)C[C@@H]2C(=O)N1CCOCC1,1,0,2.7,1,0.5,-7,.,96,7,8
Clc1ccc(CSc2nnc3c(n2)[nH]c2ccccc23)cc1,6,-3,-2.2,1,0.1,-19,-5,98,-10,-10
Cc1c(CC(=O)NCCCC(=O)O)c(=O)oc2cc3occ(-c4ccccc4)c3cc12,11,-7,-1.6,1,0.2,-1,0,94,-2,0
Cc1n(-c2ccccc2)c2ccc(Cl)cc2[n+]1CCO,-1,3,-0.9,1,-0.2,-7,0,91,4,-2
O=[N+]([O-])c1ccc(Cl)c(S(=O)(=O)Nc2ccc3cn[nH]c3c2)c1,5,-23,-2.6,4,0.1,2,-1,99,-1,7
C#CC(=O)N(c1cccc(OC)c1)C(C(=O)NC1CCCC1)c1cccs1 (configuration not stated),35*,10,7.9,-21,-0.4,6,3,101,23*,10
O=C(Nc1sc2c(c1C(=O)O)CCCC2)C(=O)N1CCOCC1,2,-12,0.2,4,-0.1,0,0,98,-2,-1
CCOCCCNC(=O)C1CCN(c2cc(C)nc3c(-c4ccc(OC)c(OC)c4)c(C)nn23)CC1,4,1,-0.9,1,1.9,3,-9,92,0,-2
CCOC(=O)CN1NC2(CCC(C)CC2)NC1=S (configuration not stated),8,-10,-1.9,0,0.0,-10,2,98,-2,2
CCCn1c(SCC(=O)NC2CCCCC2C)n[nH]c1=O (configuration not stated),-3,-9,2.1,1,-0.2,2,15,98,-1,0
O=C(CCc1nnc(Cc2ccc(-c3ccccc3)cc2)o1)NCCc1cccnc1,3,-8,-1.8,0,2.1,6,1,95,-4,0
O=C(OCc1ccccc1)/C(=C/c1ccc(Cl)cc1)NC(=O)c1ccccc1Cl,5,-6,-0.2,0,0.3,-6,-3,102,-2,-5

# Structural class, those above containing a nitro group on carbon.
SMILES,MC4R antagonist,NOD2-RIPK2 inh,MC4R ag barr,Glyco luc inh,aDG glyco up,TLR9-MyD88 inh,Vif inh,ABCB6 inh 2,ABHD5 PLIN5 PPI,Exocytosis inh
CC1(c2ccc([N+](=O)[O-])cc2)NC(=O)NC1=O (configuration not stated),3,-10,4.0,2,-0.2,3,-9,99,6,-10
O=C(CCC(=O)Nc1ccccc1)NNS(=O)(=O)c1ccccc1[N+](=O)[O-],-7,0,-1.0,-1,-0.2,-9,21,103,2,6
O=[N+]([O-])c1cccc(SSc2cccc([N+](=O)[O-])c2)c1,-13,0,-2.6,0,0.3,5,-1,96,36*,-4
CCCC(=O)OCCNc1cc(SCc2ccco2)c2nonc2c1[N+](=O)[O-],-9,1,0.7,5,0.0,6,11,105,14,-4
O=[N+]([O-])c1ccc(Cl)c(S(=O)(=O)Nc2ccc3cn[nH]c3c2)c1,5,-23,-2.6,4,0.1,2,-1,99,-1,7

# Remaining list, next part:
SMILES,MC4R antagonist,NOD2-RIPK2 inh,MC4R ag barr,Glyco luc inh,aDG glyco up,TLR9-MyD88 inh,Vif inh,ABCB6 inh 2,ABHD5 PLIN5 PPI,Exocytosis inh
CCC(C)Oc1ccc(/C=C/c2[nH]c(=O)[nH]c(=O)c2[N+](=O)[O-])cc1OC (configuration not stated),16,-2,-1.7,1,-0.1,2,-2,104,35*,-3
CCc1nnc(NC(=O)CC23CC4CC(CC(Br)(C4)C2)C3)s1,1,-11,0.2,2,-0.1,-7,1,98,-3,-15
CCOC(=O)C1CCN(CC(=O)Nc2ccc(OC)c(Cl)c2)CC1,2,9,0.3,1,1.0,12,-3,96,-2,-1
CCNC(=O)/C(=C\c1ccccc1)NC(=O)/C=C/c1ccccc1,-1,0,-0.7,1,-0.3,-6,-3,99,-8,2
Cc1ccnc(N2CCC(C(=O)NC3CCCCCC3)CC2)n1,-5,-1,-0.2,1,0.0,6,4,85,-2,4
Cc1ccc(Cc2cnc(NC(=O)CN3CCOCC3)s2)cc1Cl,6,0,-0.8,1,0.0,4,-8,97,-3,4
O=C(COC(=O)c1cc(S(=O)(=O)N2CCc3ccccc3C2)ccc1Cl)NCc1ccco1,13,-1,-0.2,-2,-0.1,5,-5,104,28*,7
Cc1cc(=O)c(C(=O)O)nn1-c1ccccc1,6,-6,-0.9,-2,0.0,0,-7,99,2,0
COc1ccc(NS(=O)(=O)c2ccc3oc(SCC(N)=O)nc3c2)cc1,19,-7,1.2,-2,0.5,-1,-4,94,3,14
Cc1nc2ccccc2nc1CN1CCC(CO)(CC2CCCCO2)CC1 (configuration not stated),0,-10,-1.5,2,-0.1,-2,8,103,-5,-2
COc1ccccc1NC(=O)Nc1ccc(Br)cn1,0,-5,-1.1,1,-0.1,4,-8,104,2,-10
CCOc1ccc(N(CC(=O)NCc2ccc(OC)cc2)S(C)(=O)=O)cc1,0,-17,-0.1,0,0.0,-2,17,103,-2,-1
CC1CN(C(=O)c2ccc(COc3ccccc3Br)o2)CC(C)O1 (configuration not stated),7,-3,-0.5,-1,-0.2,5,-4,100,0,-1
CCOc1ccc(CCN2C(=S)N([C@@H](CC(C)C)CN3CCC[C@@H]3CN3C(=S)NC[C@@H]3Cc3ccc(O)cc3)C[C@@H]2CC(C)C)cc1,.,-31,.,-9,0.5,.,13,99,11,36
O=c1[nH]c(SCc2cccc(Cl)c2)nc2ccccc12,5,-2,2.7,1,0.1,-16,-4,100,-4,5
